Screening results as filed in PubChem.
TRPC4 potent = TRPC4 (mouse) allosteric potentiation; HEK293 TRPC4beta/mu-opioid, DAMGO EC20, Fluo-4 Ca2+ flux; stronger effect = higher value; B-score at 10 µM; 310,000 tested, 0.42% active;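 active means B-score of calcium response area above 5 SD of library B-scores, with initial fluorescence ratio within 5 SD of library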;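 further: B-score of integrated fluorescence ratio over time as area under calcium response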
KLF5 inh = suppresses KLF5 promoter-driven expression; DLD-1 KLF5 promoter-luciferase reporter, luminescence; inhibition, % at 5 µM; 290,000 tested, 0.23% active; AID 1700;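 active means inhibition above a per-plate limit of that plate's mean compound inhibition plus 3 SD, cut at about 60% in these data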;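 further: 0% = DMSO wells and 100% = LY294002 at 200 µM; higher means less KLF5 promoter-driven luciferase light; inactives centre near -14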
HIF activator = HIF pathway transcriptional activation; U2OS HRE-luciferase reporter, luminescence; normalized: DMSO 0%, desferrioxamine 100%; activation, % at 7.5 µM (by protocol); AID 1910; 300,000 tested, 0.32% active;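 active means mean activation of at least 10% of the iron chelator positive control signal, with at least half of replicates also reaching 10%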
aSyn UTR inh = 5' untranslated region of α-synuclein, MLPCN primary screen. alpha-synuclein 5'UTR reporter, inhibitor activity. 300,000 tested, 0.82% active. inhibition, % (tested at 7.5 µM); in the data active means inhibition above about 60%;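 further: H4 neuroglioblastoma cells stably carrying SNCA 5'UTR luciferase fusion; 0% = DMSO wells and 100% = positive control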
TRPC4 inh = TRPC4 (mouse) channel inhibition; Q9QUQ5; HEK293 TRPC4beta/mu-opioid, DAMGO-evoked Fluo4 calcium flux; stronger effect = lower value; B-score at 10 µM; 300,000 tested, 0.39% active; AID 2247;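 active means B-score over 3 SD under the library average, no early fluorescence shift, positive overall ratio signal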
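Signal: kinetic Fluo4 fluorescence imaging of calcium influx. Material: stable TRPC4beta/mu-opioid receptor HEK293 cells. Probe or stimulus: DAMGO in two steps, submaximal then maximal.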
TRPC6 act = mouse TRPC6 channel activation; HEK293-TRPC6 membrane potential dye fluorescence; stronger effect = higher value; 310,000 tested, 0.13% active; B-score at 10 µM;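 active means B-score of the integrated fluorescence ratio above library mean plus 3 SD, and starting fluorescence ratio within library mean plus 5 SD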;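 further: higher score means more depolarization so channel activation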
Target sequence (Q61143 whole entry, looked up): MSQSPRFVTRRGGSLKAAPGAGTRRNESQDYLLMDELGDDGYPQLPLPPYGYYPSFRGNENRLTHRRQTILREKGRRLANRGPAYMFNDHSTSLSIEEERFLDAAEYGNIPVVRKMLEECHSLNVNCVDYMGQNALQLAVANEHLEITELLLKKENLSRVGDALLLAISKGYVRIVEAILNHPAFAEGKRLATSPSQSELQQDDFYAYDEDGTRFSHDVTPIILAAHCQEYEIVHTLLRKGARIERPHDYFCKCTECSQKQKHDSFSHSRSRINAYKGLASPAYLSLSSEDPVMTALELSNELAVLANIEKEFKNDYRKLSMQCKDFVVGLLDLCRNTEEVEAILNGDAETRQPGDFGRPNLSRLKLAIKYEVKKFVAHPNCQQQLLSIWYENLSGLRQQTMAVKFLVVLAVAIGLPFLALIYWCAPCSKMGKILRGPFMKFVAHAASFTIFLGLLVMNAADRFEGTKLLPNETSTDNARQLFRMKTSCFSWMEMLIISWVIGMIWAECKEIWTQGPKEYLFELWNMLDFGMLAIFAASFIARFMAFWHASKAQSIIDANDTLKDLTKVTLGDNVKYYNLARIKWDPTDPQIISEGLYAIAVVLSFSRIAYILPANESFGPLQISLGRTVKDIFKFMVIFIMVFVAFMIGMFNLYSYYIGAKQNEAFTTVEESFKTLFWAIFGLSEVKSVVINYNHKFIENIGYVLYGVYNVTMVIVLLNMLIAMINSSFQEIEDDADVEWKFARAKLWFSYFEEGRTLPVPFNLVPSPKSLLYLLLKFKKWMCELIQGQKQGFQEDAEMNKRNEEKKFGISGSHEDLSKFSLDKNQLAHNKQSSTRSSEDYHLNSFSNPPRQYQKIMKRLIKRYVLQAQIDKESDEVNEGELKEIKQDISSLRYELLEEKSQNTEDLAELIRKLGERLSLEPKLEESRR
MrgX1 antagonist = human MrgX1 receptor antagonism, primary screen; B-score at 10 µM; MRGX1-HEK293 calcium flux, Fluo-4, BAM8-22 antagonism; stronger effect = lower value; 310,000 tested, 1.3% active;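 active means calcium-response B-score plate-corrected more than 3 library SD below zero, starting fluorescence within 5 deviations, no agonist response on first addition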;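 further: peak minus trough fluorescence over baseline after final BAM8-22 challenge near maximal dose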
IEC-6 cytotox = counter-screen for KLF5 inhibitors: cytotoxicity in IEC-6 cells. IEC-6 cytotoxicity, luminescence viability. inhibition, % at 5 µM. 290,000 tested, 0.78% active; in the data active means inhibition above about 22%;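 further: 0% = plate median of test compound wells and 100% = cytotoxic reference compound wells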
TRPC4 agonist = activators of mouse TRPC4 channel. Q9QUQ5. HEK293 TRPC4beta/mu-opioid, Fluo4 calcium fluorescence; stronger effect = higher value. B-score at 10 µM. 310,000 tested, 0.49% active. AID 2237;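 active means B-score above 5 SD of library B-scores, and initial fluorescence ratio not above library mean plus 5 SD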;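 further: positive B-score marks a calcium rise read as TRPC4 activation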
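Material: HEK293 stable line with TRPC4beta plus mu-opioid receptor; technique: Fluo4 calcium-sensitive dye fluorescence, kinetic, 1 Hz baseline; timing: Fluo4 dye loading 45 min at room temperature, 110 s recording; controls: assay buffer as low control, maximal DAMGO as high control; read-out: integrated baseline-normalised fluorescence ratio, converted to per-well B score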
TRPC6 inh = blocks the mouse TRPC6 cation channel | B-score at 10 µM | HEK293-TRPC6, membrane potential dye, ACh-evoked depolarization; stronger effect = lower value | 310,000 tested, 1.1% active | AID 2553 | Q61143;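 active means B-score under library mean minus 3 SD, initial fluorescence not abnormally high, positive integrated signal ratio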;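 further: B-score derived from integrated fluorescence ratio over the kinetic read; more negative B-score means stronger inhibition of depolarization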
SKKanGAS inh = inhibitors of SKKanGAS S. pyogenes growth in kanamycin (SK-promoter or general growth effect); AID 1662; inhibition, % at 7.5 µM; BacTiter-Glo, 6 h; 300,000 tested, 1.3% active;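 active means mean replicate score, as percent of positive control median, at least 50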;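 further: strain carries kanamycin resistance gene driven by streptokinase promoter and grows in 40 µg/ml kanamycin; loss of luminescence reflects streptokinase promoter inhibition or plain growth inhibition; 0% = median of DMSO wells and 100% = positive control at its reference dose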
Starred values were filed as active, the others as inactive; i = inactive; / = no result given.

SMILES	TRPC4 potent	KLF5 inh	HIF activator	aSyn UTR inh	TRPC4 inh	TRPC6 act	MrgX1 antagonist	IEC-6 cytotox	TRPC4 agonist	TRPC6 inh	SKKanGAS inh
CC1CCCCN1C(=O)Cn1c(=O)n(CCC(=O)NCc2ccco2)c(=O)c2sccc21 (stereo not drawn)	i	-8	-0.3	-9	i	i	i	5	i	i	2
CN(CCC1CCOCC1)C(=O)CC1C(=O)NCCN1Cc1ccoc1 (stereo not drawn)	i	-17	-0.4	-5	i	i	i	-4	i	i	-4
Cc1ccc(S(=O)(=O)Nc2cc(C)cn(Cc3ccc(F)cc3)c2=O)cc1	i	3	-0.5	28	i	i	i	-4	i	i	15
CN(C)C(/C=C/Nc1ccccc1F)=C(C#N)C#N	i	-6	/	-6	i	i	i	-4	i	i	-5
CSc1ccccc1C(=O)N(C)C(c1ccccc1)c1ccccc1	i	-17	0.7	0	i	i	i	2	i	i	6
O=C(CCC1CCCC1)N1CCN(C(=O)COc2ccccc2)CC1	i	2	0.0	-13	i	i	i	1	i	i	4
Cc1ccc(S(=O)(=O)N(C)c2ccc(C(=O)Nc3ccc(C)cn3)cc2)cc1	i	/	0.1	-9	i	i	i	/	i	i	-2
CN(Cc1ccc(F)cc1)C(=O)c1cccc(OCc2ccccc2)c1	i	3	-0.7	27	i	i	i	0	i	i	-9
O=C(CN1CCN(Cc2cccc(Cl)c2)C1=O)NCc1ccccn1	i	-37	-0.3	9	i	i	i	1	i	i	-3
Cc1ccc(N(C(C)C(=O)Nc2cccc(N(C)S(C)(=O)=O)c2)S(C)(=O)=O)cc1 (stereo not drawn)	i	5	-0.6	-6	i	i	i	0	i	i	-3
COC(=O)c1ccc(CN2CCN(Cc3ccc(C(=O)OC)o3)CC2)o1	i	1	0.0	6	i	i	i	3	i	i	-5
COc1cc(C(=S)N2CCCC2)cc(OC)c1O	i	-1	-0.5	18	i	i	i	1	i	i	/
COCC1CCN(C(=O)c2cc(COc3ccc4ncccc4c3)on2)CC1	i	-24	-1.0	-2	i	i	i	1	i	i	14
COc1cccc2c(=O)n(CC(=O)N3CCCCCC3)ccc12	i	-13	-0.3	-3	i	i	i	-7	i	i	4
CC(=O)/C(C=Nc1noc(C)c1Br)=C(\C)O	i	-15	-0.6	-23	i	i	i	2	i	i	-3
O=C(CCC1CCCC1)c1c(O)c2ccccc2oc1=O	i	-73	0.8	-37	i	i	i	-1	193*	i	54*
Cc1c(-c2ccccc2)cn2c1-c1ccc(C)n1CC2	i	-26	0.0	-8	i	i	i	-2	i	i	11
CCN(NC(=O)C(O)(c1ccccc1)c1ccccc1)C(=O)c1ccccc1	i	3	-0.4	10	i	i	i	0	i	i	4
Brc1ccc(COc2cccc3cccnc23)cc1	i	/	4.2	-81	i	i	i	/	i	i	0
CCOCCCNC(=O)c1ccc2c(=O)n(Cc3ccc(OC)cc3)c(=O)[nH]c2c1	i	-18	-0.8	11	i	i	i	-3	i	i	-1
COc1ccc2c([N+](=O)[O-])c(N3CCCC3)[nH]c2c1	i	-11	2.4	-22	i	i	i	-3	i	i	3
CCN(CC(=O)NCc1ccc(F)cc1)C(=O)/C=C/c1cccs1	i	-17	0.0	22	i	i	i	-1	i	i	1
Cc1ccc(SCc2nnc(NC(=O)c3ccccc3)s2)cc1	i	1	-0.5	-36	i	i	i	-2	i	i	1
COc1ccc(NC2=NCCC(=O)N2Cc2cccs2)cc1	i	-35	0.0	-10	i	i	i	-5	i	i	-7
Cc1cc(C)c(S(=O)(=O)N2CCOC2CNC(=O)C(=O)NCc2ccccn2)c(C)c1 (stereo not drawn)	i	-26	-0.4	7	i	i	i	2	i	i	24
Cc1[nH]nc2c1C(c1ccc(-c3ccccc3C#N)o1)C(C#N)=C(N)O2 (stereo not drawn)	i	-13	0.2	-25	i	i	i	3	i	i	1
COc1cccc(OCCNC(=O)c2ccc(C)cc2)c1	i	-28	1.0	-25	i	i	i	-5	i	i	-2
O=C1CC(N2CCN(C/C=C/c3ccccc3)CC2)C(=O)N1Cc1cccs1 (stereo not drawn)	i	-34	0.1	17	i	i	i	1	i	i	0
COc1cc(S(=O)(=O)n2cnc3ccccc32)ccc1Br	i	-62	1.1	-10	i	i	i	-5	i	i	-2
COc1ccc(-c2cc(OC)c3c(C)oc(C)c3c(=O)c2)cc1OC	i	4	-0.1	-9	i	i	i	-4	i	i	-1
COc1ccc(CNc2nccs2)cc1OC	i	-4	-1.0	-5	i	i	i	-4	i	i	1
Cc1cccc(C)c1NC(=O)C1C2C=CC(C2)C1C(=O)O (stereo not drawn)	i	-35	-1.2	9	i	i	i	3	i	i	-4
CC(CC(=O)N1CCN(c2ccccc2)CC1)S(=O)(=O)c1ccc2c(c1)NC(=O)CO2 (stereo not drawn)	i	6	0.1	-2	i	i	i	-1	i	i	0
CCN(CC)C(=O)/C=C/c1ccc(OC)c(S(=O)(=O)N2CCCCC2)c1	i	-24	-0.5	2	i	i	i	0	i	i	-15
CC(=O)N1CCN(c2ccc([N+](=O)[O-])cc2C#N)CC1	i	-52	-0.6	-3	i	i	i	4	i	i	2
CCn1c(SCC(=O)Nc2ccc(N(C)C)cc2)nnc1-c1ccco1	i	-11	-0.8	0	i	i	i	1	i	i	2
CCc1c(C(=O)Nc2cc(C(=O)OC)ccc2C)csc1C	i	-34	-0.3	0	i	i	i	-9	i	i	12
COc1ccccc1N1CCN(c2nc3ccccn3c(=O)c2C=O)CC1	i	-28	0.2	-49	i	i	i	3	i	i	3
Cc1cc(=O)oc2cc(OCC(=O)N3CC[C@@]4(O)CCCC[C@H]4C3)c(Cl)cc12	i	-6	0.1	32	i	i	i	3	i	i	2
CN1CCN(c2nc(-c3ccccc3)nc(-c3ccc(F)cc3)c2C#N)CC1	i	0	0.0	22	i	i	i	1	i	i	-2
CCC(C)(C)NC(=O)Cc1ccccc1OC	i	-16	0.3	7	i	i	i	0	i	i	3
COCCNC(=O)Nc1ccc(F)cc1	i	1	0.5	3	i	i	i	2	i	i	-13
O=C(c1cccnc1)N1CCc2ccccc2C1	i	-1	-0.2	-12	i	i	i	-4	i	i	1
CC(C)CCOc1ccc(CO[C@@H]2[C@H]3OC(C)(C)O[C@H]3O[C@@H]2C(O)CO)cc1 (stereo partly drawn)	i	-42	-0.6	17	i	i	i	-5	i	i	-3
O=C(CSc1nc(-c2ccco2)cc(C(F)(F)F)n1)Nc1ccc(C(=O)N2CCOCC2)cc1	i	2	0.0	-16	i	i	i	1	i	i	-14
CCCN1C(=O)C2(C(C(=O)c3ccc(C)o3)=C(O)C(=O)N2CCCN2CCOCC2)c2ccccc21 (stereo not drawn)	i	8	-0.2	-3	i	i	i	4	i	i	3
O=C(COC(=O)c1ccc(S(=O)(=O)NCc2ccco2)cc1)NCCC1=CCCCC1	i	2	-0.4	-5	i	i	i	-8	i	i	4
COc1ccc(NC(=O)c2ccc(CNS(=O)(=O)c3cccc(OC)c3)cc2)cc1	i	-37	0.5	-11	i	i	i	-4	i	i	-2
O=CNCc1nc2ccccc2n1CCc1ccccc1	i	-25	-9.5	11	i	i	i	7	i	i	-1
O=C1CCCC2=C1C(c1cccs1)CC(=O)N2c1ccc(F)cc1 (stereo not drawn)	i	-7	0.3	24	i	i	i	-4	i	i	11
(more compounds)
SMILES	TRPC4 potent	KLF5 inh	HIF activator	aSyn UTR inh	TRPC4 inh	TRPC6 act	MrgX1 antagonist	IEC-6 cytotox	TRPC4 agonist	TRPC6 inh	SKKanGAS inh
Cc1cc(-c2ccccc2)nc(SCc2ccc(C(=O)O)o2)n1	i	-31	-0.3	5	i	i	i	-3	i	i	4
COc1cc(O)c(C(CC(=O)N2CCCC2)c2ccc3c(c2)OCO3)c(OC)c1 (stereo not drawn)	i	/	-0.5	5	i	i	i	/	i	i	7
CCNC(=O)COC(=O)Cc1ccc(Cl)cc1Cl	i	2	0.2	-3	i	i	i	-4	i	i	1
Cn1cccc1/C=N/NC(=O)c1ccncc1	i	2	-0.1	12	i	i	i	3	i	i	9
CC1=C(C(=O)NC(C)C)C2(CCC(C)CC2)OC1=O (stereo not drawn)	i	0	-0.2	-36	i	i	i	-1	i	i	0
Cc1n[nH]c(=O)nc1N/N=C/c1ccc(O)c([N+](=O)[O-])c1	i	-31	-0.1	-2	i	i	i	-6	i	i	16
CCCCCn1c(SCc2cccc(C)c2)nc2c1c(=O)[nH]c(=O)n2C	i	/	0.0	12	i	i	i	/	i	i	25
Cc1ccc(C(=O)NCc2ccccn2)o1	i	-3	-0.2	-9	i	i	i	-6	i	i	0
CCOc1cc(/C=C2/C(=N)N3N=C(CC)SC3=NC2=O)ccc1OC(=O)c1ccco1	i	-5	-0.7	12	i	i	i	1	i	i	24
Cn1c(CNC(=O)c2ccc(Cl)cc2)nnc1SCC(=O)NC1CCCC1	i	-13	-1.0	-1	i	i	i	1	i	i	-9
O=C(c1cccs1)N1CCN(c2ccc(Cl)cc2)CC1	i	-16	0.7	-43	i	i	i	-1	i	i	1
Cc1ccc(S(=O)(=O)N(CC(=O)Nc2ccc(C(N)=O)cc2)C(=O)N2CCN(C)CC2)cc1	i	/	-0.2	3	i	i	i	/	i	i	-3
O=C(CC(=O)c1ccccc1)Nc1ccccn1	i	-108	2.2	-130	i	i	i	-2	i	i	-1
Cc1nnc(SCC(=O)N2CCN(c3ccccc3)CC2)n(N)c1=O	i	-6	-0.8	-10	i	i	i	-4	i	i	-7
Cc1nnc2sc(SCC(=O)Nc3cccc(Cl)c3)nn2c1=O	i	12	-0.3	-34	i	i	i	4	i	i	1
CCCOc1ccc(-c2c(C(=O)N/N=C(\C)c3ccncc3)nnn2-c2nonc2N)cc1	i	-13	-0.3	34	i	i	i	3	i	i	0
COc1ccc(C2C3=C(CC(C)(C)CC3=O)N(CCN3CCOCC3)C3=C2C(=O)CC(C)(C)C3)cc1	i	-5	0.2	-10	i	i	i	3	i	i	-7
O=c1ccn(Cc2ccccc2)cc1	i	/	-0.1	-17	i	i	i	/	i	i	-2
Cc1ccccc1NC(=O)CCN1C(=O)CSC1=O	i	1	-0.2	-8	i	i	i	-2	i	i	5
